Screens as filed in PubChem.
FadD28 binding: blocks FadD28 binding to the bisubstrate probe; fluorescence polarization; inhibition, % at 12.5 µM; 360,000 compounds, 0.22% hits; AID 588549; in the data active = inhibition above about 8.5%, passing the limit was not always enough; inconclusive = no clear call, values can overlap the other calls
TcdB GH inh: TcdB glycohydrolase inhibition; P18177; TcdB glycohydrolase enzymatic assay, plate reader; inhibition, % at 9.99 µM; AID 652162; 350,000 compounds, 0.24% hits; in the data active = inhibition above about 10%
BoNT F protease: inhibitors of Botulinum neurotoxin F light chain protease | Multiplex microsphere protease cleavage assay, flow cytometry | inhibition, % at 10 µM | 360,000 compounds, 0.22% hits | AID 588497; in the data active = inhibition above about 35%, passing the limit was not always enough; inconclusive = no clear call, values can overlap the other calls; also: plate controls were buffer without enzyme for full effect and enzyme alone for no effect
Yp Topo-I inh: blocks Yersinia pestis topoisomerase I activity | Y. pestis Topo-I cleavage product accumulation, plate reader | activity, % at 10 µM | 360,000 compounds, 0.064% hits; in the data active = activity above about 50%, passing the limit was not always enough; inconclusive = no clear call, values can overlap the other calls; also: inactives centre near 2
PrPC TRFRET: cell surface PrPC inhibition, primary TR-FRET screen | P04156 | TR-FRET read-out | inhibition, % at 13.8 µM | 370,000 compounds, 0.43% hits | AID 720596; in the data active = inhibition above about 24%; also: 0% = median of the test wells and 100% = reference compound wells
BoNT-A LC inh2: blocks Botulinum neurotoxin A light chain protease; multiplex microsphere protease substrate cleavage, flow cytometry; inhibition, % at 10 µM; 360,000 compounds, 0.17% hits; AID 588499; also: plate controls were buffer without enzyme for full effect and enzyme alone for no effect
Anthrax LF inh2: blocks Bacillus anthracis lethal factor protease; 360,000 compounds, 0.12% hits; inhibition, % at 10 µM; multiplex microsphere protease cleavage assay, LF; also: plate controls were buffer without enzyme for full effect and enzyme alone for no effect
Target sequence (P15917 whole entry, looked up): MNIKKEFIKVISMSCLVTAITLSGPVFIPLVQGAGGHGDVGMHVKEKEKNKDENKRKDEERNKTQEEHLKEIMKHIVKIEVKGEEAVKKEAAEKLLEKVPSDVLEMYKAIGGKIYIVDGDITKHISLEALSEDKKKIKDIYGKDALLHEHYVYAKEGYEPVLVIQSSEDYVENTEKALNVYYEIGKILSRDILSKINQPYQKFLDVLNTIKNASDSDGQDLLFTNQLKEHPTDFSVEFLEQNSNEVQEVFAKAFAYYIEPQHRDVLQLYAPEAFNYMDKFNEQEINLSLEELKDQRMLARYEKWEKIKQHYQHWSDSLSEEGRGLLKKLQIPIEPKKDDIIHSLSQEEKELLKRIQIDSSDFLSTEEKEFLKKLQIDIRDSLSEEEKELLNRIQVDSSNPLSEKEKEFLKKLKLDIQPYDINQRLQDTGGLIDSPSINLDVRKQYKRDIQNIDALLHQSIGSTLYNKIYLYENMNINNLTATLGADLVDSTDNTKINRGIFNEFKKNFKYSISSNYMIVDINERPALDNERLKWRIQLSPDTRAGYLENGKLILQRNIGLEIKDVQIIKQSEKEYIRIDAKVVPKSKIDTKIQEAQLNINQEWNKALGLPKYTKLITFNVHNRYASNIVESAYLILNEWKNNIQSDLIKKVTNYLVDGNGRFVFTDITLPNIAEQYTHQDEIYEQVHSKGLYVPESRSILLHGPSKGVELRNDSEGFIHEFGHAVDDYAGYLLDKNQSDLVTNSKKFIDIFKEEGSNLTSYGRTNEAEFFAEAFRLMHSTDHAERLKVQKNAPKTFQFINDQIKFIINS
PfHsp40 yeast: restores yeast growth despite PfHsp40 toxicity. S. cerevisiae expressing PfHsp40, growth rescue, ATP luminescence. growth rescue, % at 12.5 µM. 340,000 compounds, 0.68% hits; in the data active = growth rescue above about 28%, passing the limit was not always enough; inconclusive = no clear call, values can overlap the other calls;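 also: yeast W303a lacking pdr1 and pdr3 grown in galactose medium; growth measured after three days at 30 °C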
CCHFV vOTU inh: CCHFV vOTU protease inhibition; Pep-AMC fluorescence; inhibition, % at 11.5 µM; 370,000 compounds, 0.55% hits; AID 651958; in the data active = inhibition above about 30%; also: 0% = vehicle wells with enzyme and 100% = no enzyme wells
Active calls of the source: *; ? = inconclusive; . = not tested or not shown. Rule as the data show it, unless noted: active = inhibition above about 30%; inconclusive = no clear call, values can overlap the other calls; inactive = below that. Random draw from the library. Share with any hit: about 2.3%.

SMILES	FadD28 binding	TcdB GH inh	BoNT F protease	Yp Topo-I inh	PrPC TRFRET	BoNT-A LC inh2	Anthrax LF inh2	PfHsp40 yeast	CCHFV vOTU inh
Cc1ccc(C)c(N2N=C(C(=O)Nc3nccs3)CCC2=O)c1	-2.2	0.7	-2	5	0	0.3	-3	-0.5	-10
O=C(COc1ccc(Cl)cc1)Nc1ccc(C(=O)O)cc1NC(=O)COc1ccc(Cl)cc1	-1.4	1.6	0	19	3	-0.6	2	0.3	-4
CC1CC(C)(C)NC(=S)N1CC(=O)NCc1ccccc1Cl (stereo not given)	-4.3	0.5	-7	4	0	-0.1	0	-0.3	9
CC12CCC3C(CCC4CC(=O)C(C(O)C(F)(F)F)CC43C)C1CCC2O (stereo not given)	-1.4	1.0	0	9	1	0.5	2	1.0	-16
CC(=O)Nc1ccc(S(=O)(=O)N(C)CC(=O)OCC(=O)N(C)C2CCS(=O)(=O)C2)cc1 (stereo not given)	0.3	1.0	-45	-3	5	-30	-12	-0.5	9
COc1cc(Cl)c(CNC[C@H]2O[C@@H](n3cnc4c(N)ncnc43)[C@H](O)[C@@H]2O)c(Cl)c1O	2.8	-0.2	-4	2	-1	-0.5	-3	0.0	8
CC(C)(CN1CCc2ccccc2C1)NS(=O)(=O)c1ccccc1	-2.5	0.7	5	9	-5	-1.7	2	0.7	13
Cc1cc(C(=O)N/N=C/c2c(CO)cnc(C)c2O)c2ccccc2n1	-4.2	-1.0	0	-11	0	4.6	-2	0.8	11
COc1ccc(NC2CCCN(C(=O)c3cccc(N(C)C)c3)C2)cc1 (stereo not given)	0.4	2.9	.	3	1	.	.	0.4	12
O=C(CCC(=O)Nc1ccccc1Cl)NNC(=O)c1ccccc1[N+](=O)[O-]	-0.2	0.2	1	-1	-19	-0.4	-1	-0.2	-1
Cc1ccc(C(C)(C)C)cc1S(=O)(=O)N1CC(=O)Nc2ccccc21	0.0	1.4	-4	2	4	-0.3	-6	-1.5	15
O=C(NC(=S)Nc1cccnc1)c1cccc(Br)c1	-2.7	-0.5	4	7	4	-0.7	-1	2.7	1

Part of the list above in another layout.
canonical_smiles | FadD28 binding | TcdB GH inh | BoNT F protease | Yp Topo-I inh | PrPC TRFRET | BoNT-A LC inh2 | Anthrax LF inh2 | PfHsp40 yeast | CCHFV vOTU inh
Cc1cc(C(=O)N/N=C/c2c(CO)cnc(C)c2O)c2ccccc2n1 | -4.2 | -1.0 | 0 | -11 | 0 | 4.6 | -2 | 0.8 | 11
O=C(COc1ccc(Cl)cc1)Nc1ccc(C(=O)O)cc1NC(=O)COc1ccc(Cl)cc1 | -1.4 | 1.6 | 0 | 19 | 3 | -0.6 | 2 | 0.3 | -4

(list continues)
SMILES	FadD28 binding	TcdB GH inh	BoNT F protease	Yp Topo-I inh	PrPC TRFRET	BoNT-A LC inh2	Anthrax LF inh2	PfHsp40 yeast	CCHFV vOTU inh
O=C(CN1C(=O)c2ccccc2C1=O)N1CCN(c2nnc(-c3ccccc3)c3ccccc23)CC1	-0.3	.	2	-2	-6	-0.9	-4	0.4	-5
Cc1[nH]c2ccccc2c1[C@H]1[C@@H](CC#N)C1(C)C	-1.6	.	6	1	0	0.2	1	?	10
CCCCc1nc(NCCO)c(C#N)c2c1CCCC2	-1.9	1.3	-4	26	9	-0.4	1	0.7	-13
OC(c1ccc(F)c(F)c1)c1nc(-c2cncnc2)cs1 (stereo not given)	0.7	1.6	-1	-2	6	-0.6	-3	.	12
CCS(=O)(=O)Nc1ccc(C2=NN(S(C)(=O)=O)C(c3cccs3)C2)cc1 (stereo not given)	-3.9	-0.3	-13	-1	-1	-2.4	0	-0.6	-32
CCN1CCN(c2ccc(S(=O)(=O)N3CCOCC3)cc2NC(=O)c2ccccc2SC)CC1	3.2	-0.5	-6	0	-13	-0.6	-1	-1.3	-2
CN(C)c1ccc(C(=O)NCc2ccc3c(c2)OCO3)cc1	-0.2	1.4	3	2	-5	-0.5	10	-0.7	-9
CC(=O)N1CCN(S(=O)(=O)c2ccc(C)cc2)C1C(C)C (stereo not given)	-4.7	.	3	3	-2	1.2	6	-0.7	-9
CN1CCN(C(=O)Nc2cccc3ccccc23)CC1	-1.0	-0.7	3	4	6	2.8	-7	0.1	-30
C=CCN(c1ccc(C(=O)NC(C)C)cc1)S(C)(=O)=O	-1.2	.	-2	6	2	0.1	-5	-0.7	-9
CC(C)(C)c1ccc(C(O)c2ncc(-c3ccccc3Cl)[nH]2)cc1 (stereo not given)	0.7	0.2	-7	2	4	-0.5	-2	.	7
CC(=O)Nc1ccc(S(=O)(=O)N2CCN(S(=O)(=O)c3ccc(NC(C)=O)cc3)CC2)cc1	-2.2	1.2	0	-1	7	-0.4	7	1.8	-8
CCn1c2ccccc2c2cc(NC(=O)COC(=O)c3cc(S(N)(=O)=O)c(Cl)cc3Cl)ccc21	-0.4	1.7	-2	4	8	0.5	6	0.6	5
CCOc1ccc(CNS(=O)(=O)c2cc(-c3cc(C)no3)ccc2OC)cc1OC	-1.4	-1.0	-3	1	7	1.3	-1	-0.7	2
CC(C)CCNC(=O)CNC(=S)N(CCCN1CCOCC1)Cc1cccs1	-1.2	.	-10	10	0	-2.1	-5	0.3	5
COc1cc(SC)ccc1C(=O)Nc1nc(C)cs1	-5.2	1.7	-4	13	0	-0.2	5	0.4	12
CC(C)c1nc(CNC(=O)CCc2nnc(-c3ccsc3)o2)cs1	-1.5	-0.7	-1	4	-9	-0.2	-3	-0.2	2
CC(=O)c1nn(-c2ccc(Cl)cc2)cc1C(=O)c1ccccc1	-3.0	0.6	?	-1	5	-4.2	0	-1.0	-2
CC(NS(=O)(=O)c1ccc2c(c1)CC(=O)N2C)c1ccccc1 (stereo not given)	-0.3	-0.7	-11	-1	5	-3.6	-2	-0.4	2
Cc1nn(S(=O)(=O)c2ccc(F)cc2)c(C)c1S(=O)(=O)N1CCCCC1	-2.9	0.9	-4	-8	-8	-1.2	-3	-1.1	21
CCCCn1c(SCC(=O)c2ccc(O)cc2O)nc2cc(S(N)(=O)=O)ccc21	-26	2.1	-19	3	8	-0.9	-5	-0.3	11
CC(=O)Nc1ccc(C(=O)N2CCCCC2c2cc(C(=O)N3CCOCC3)no2)cc1 (stereo not given)	-4.0	0.0	3	4	-7	-0.9	-11	.	-13
COc1ccc(C(=O)NCCc2nnc3ccc(SCC(=O)Nc4ccccc4F)nn23)cc1	-11	0.9	-1	11	-1	0.3	-6	0.1	-5
O=C(Nc1ccc(S(=O)(=O)NCc2ccco2)cc1)C1CCCCC1	-0.9	1.5	-3	-2	5	0.6	-1	0.1	-8
CCC(C)NC(=O)COC(=O)Cc1sc(N)nc1-c1ccc(C)cc1 (stereo not given)	-2.9	-0.2	2	-2	1	1.0	1	0.5	8
Cc1ccccc1Cn1cc(NC(=O)c2nc3ncccn3n2)cn1	-0.2	.	26	5	9	?	-16	-0.5	2
CCOC(=O)[C@@H]1[C@H]2COc3ccc(Br)cc3[C@@H]2N2C(=O)N(c3cccc(F)c3)C(=O)[C@@]12C	-11	1.3	2	2	8	0.0	-11	1.3	8
COc1ccc(CNC(=O)C2CCN(S(=O)(=O)c3ccc(N4CCCC4=O)cc3)CC2)cc1	-2.1	0.2	3	14	7	-0.3	-5	.	7
CCN1C(=O)[C@H]2[C@@H](c3ccc(SC4CCCCC4)cc3)N[C@@](CC(C)C)(C(=O)OC)[C@H]2C1=O	-1.1	-0.1	-1	18	0	0.0	-11	0.8	-2
C/C(=N\NC(=O)CCC(=O)O)c1c(-c2ccccc2)c2cc(Br)ccc2[nH]c1=O	-2.2	0.8	-4	-2	-5	-1.8	7	0.8	-6
O=C(O)CCCNS(=O)(=O)c1ccc(Br)s1	-3.2	-1.8	-8	-4	9	-0.1	5	0.6	-1
Cc1ccc2nc(-c3cccc(S(=O)(=O)N(C)C)c3)cn2c1	-2.4	.	-9	4	12	1.2	-4	0.9	21
COc1ccc(/C=C/C(=O)Nc2cc(F)ccc2C)cc1S(=O)(=O)N1CCOCC1	0.2	1.6	1	3	10	0.1	0	0.2	4
CCC(=Nc1ccc2c(c1)CCC2)c1c(O)n(C)c(=O)n(C)c1=O	0.1	.	.	-3	2	.	.	0.4	5
CCn1nc(NS(=O)(=O)c2ccccc2[N+](=O)[O-])c2cc3cccc(C)c3nc21	-0.4	2.1	-8	7	-6	0.0	1	12	32*
O=C(NCc1nc(-c2ccccc2)no1)c1cccs1	-2.0	0.3	-2	-4	7	-1.0	-4	-0.7	3
O=C(NC(=S)Nc1ccc2c(c1)OCO2)c1ccc(Cl)cc1	-2.9	.	-19	-6	8	-1.8	0	-1.6	17
CCN1C[C@@H]2[C@@H]3C(=O)N(Cc4ccccc4)C(=O)[C@@H]3[C@](C)(C1=O)N2C(=O)c1ccc(C)cc1	-1.5	-0.3	-2	-9	-4	-0.1	2	-0.2	3
Fc1ccc(N2CCN(c3ccc4c(C(F)(F)F)cc(C(F)(F)F)nc4n3)CC2)cc1	-3.9	.	4	-6	-7	3.8	-4	3.4	0
C/C(=N\NC(=O)c1ccc(N2CCCC2=O)cc1)c1ccncc1	-3.3	0.4	-3	3	1	0.0	-4	-1.1	-2
O=C(NNC(=O)c1cccnc1)Nc1cccc2ccccc12	-0.3	.	7	-1	1	1.5	-7	-0.7	12
COc1ccc(NC(=O)CCS(=O)(=O)c2ccc3nc(C)sc3c2)cc1OC	-2.8	1.2	-6	3	-11	-0.3	-12	1.3	13
C/C(=N\NC(=O)c1c(Cl)c(C)nn1C)c1cccc(NC(=O)COc2ccc(Cl)cc2)c1	-2.0	.	-2	13	-2	-0.4	0	-1.3	2
C/C(=N\N1CCN(C2c3ccccc3-c3ccccc32)CC1)c1cccnc1	-0.2	.	-12	36	-8	-0.6	-3	1.4	14
CC1=CC(c2ccccc2)NC(=S)N1 (stereo not given)	-3.8	.	0	1	-4	0.9	0	-0.1	-5
CC1=C(C(N)=O)C(c2ccccc2F)n2nc(CCCO)nc2N1 (stereo not given)	0.0	0.7	14	-3	.	-3.5	-2	-1.7	.
Cc1nnc(SCC(=O)N2CCOCC2)n1C	-2.9	.	-3	3	4	0.3	-3	-0.8	5
COc1ccccc1NC(=O)C1CCN(C(=O)C2CC(=O)N(c3ccc(C)cc3)C2)CC1 (stereo not given)	1.0	-0.1	-11	13	1	-3.5	-1	0.4	-14
CCN(CC(=O)NCc1cccs1)C(=O)c1ccc(S(=O)(=O)Nc2ccccc2OC)cc1	-3.4	-1.1	22	2	-1	2.0	2	0.8	-3
Cc1ncc([N+](=O)[O-])n1CCN1C(=O)c2ccccc2C1=O	-1.6	0.6	-8	6	2	0.7	7	0.4	-2
CCn1nc(C)cc1C(=O)Sc1ccc(C)cc1	-2.2	2.7	?	1	-2	?	-12	-0.6	3
CCOC(=O)N(NC(=O)C(O)(C(C)C)C(C)C)c1ccccc1	1.0	0.4	21	0	-8	1.0	-1	-0.8	2
NS(=O)(=O)c1cccc(NC(=O)CCN2C(=O)C3CCCCC3C2=O)c1 (stereo not given)	-0.9	-1.0	-2	2	-2	0.3	0	-1.5	2
CCc1ccccc1NC(=O)c1cccs1	-0.5	.	8	7	-7	0.5	-12	-0.4	3
N#Cc1c(NC(=O)CN2CCN(C(=O)c3ccco3)CC2)sc2c1CCCCC2	-0.5	-1.1	0	18	3	-0.2	-3	0.0	-8
COc1cccc(-c2cc(C(=O)NC3CCCC3)no2)c1	0.2	.	-6	-8	-5	-0.8	-4	-0.1	-3
O=C(c1ccc(CNS(=O)(=O)c2ccc(Br)cc2)cc1)N1CCCC1	-1.0	1.2	6	13	2	0.6	-9	0.8	-9

Of the compounds above, these contain a CF3 group.
SMILES	FadD28 binding	TcdB GH inh	BoNT F protease	Yp Topo-I inh	PrPC TRFRET	BoNT-A LC inh2	Anthrax LF inh2	PfHsp40 yeast	CCHFV vOTU inh
CC12CCC3C(CCC4CC(=O)C(C(O)C(F)(F)F)CC43C)C1CCC2O (stereo not given)	-1.4	1.0	0	9	1	0.5	2	1.0	-16
Fc1ccc(N2CCN(c3ccc4c(C(F)(F)F)cc(C(F)(F)F)nc4n3)CC2)cc1	-3.9	.	4	-6	-7	3.8	-4	3.4	0
